LYP phosphatase – inhibitors of LYP phosphatase, biochemical, fluorescence intensity, uHTS (AID 1779). inhibition, % at 11.5 µM; hits with a dose series show IC50 in µM. Tyrosine-protein phosphatase non-receptor type 22 (Homo sapiens). 0.054% of 290,000 active. recombinant LYP phosphatase, fluorescence intensity; higher % means a stronger effect; in the data active = inhibition above about 50%;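 also: plate controls were vehicle with enzyme for no effect and no enzyme for full effect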
AID2073 – inhibitors of Mint1-CaV2.2 protein interaction, biochemical, HTRF (AID 2073); inhibition, % at 20 µM, or IC50 in µM where a hit was titrated; Voltage-dependent N-type calcium channel subunit alpha-1B (Homo sapiens); 0.19% of 290,000 active; HTRF protein-protein interaction, Mint1-CaV2.2; higher % means a stronger effect; in the data active = inhibition mostly above about 51%, no sharp cut-off; inconclusive = no clear call, values can overlap the other calls; inactive = mostly below about 53%; also: some results filed as inactive read as strong as hits
SV40 large T antigen – SV40 large T antigen inhibitors, biochemical (AID 1903); SV40 large T antigen ATPase/helicase inhibition assay; higher % means a stronger effect; one-dose inhibition, % at 20 µM; IC50 in µM for titrated hits; 0.39% of 310,000 active; in the data active = a potency from the dose series; inconclusive = inhibition mostly from about 32% at the one dose, without a potency; inactive = the rest, 99 in 100 with inhibition below about 32%; also: strong numbers were not always called active
HIV fusion peptide – inhibitors of HIV fusion peptide binding, primary screen, biochemical, uHTS, fluorescence dequenching (AID 1986) | cell-free peptide binding, fluorescence dequenching, 30 min; higher % means a stronger effect | one-dose inhibition, % at 20 µM; IC50 in µM for titrated hits | 0.3% of 290,000 active; in the data active = inhibition mostly above about 52%, no sharp cut-off; inactive = mostly below about 76%; also: some results filed as inactive read as strong as hits
Rac1 GTP hydrolysis – MgcRacGAP GTPase-activating activity inhibitors, confirmation, biochemical, ADP Hunter fluorescence; MgcRacGAP-stimulated Rac1 GTP hydrolysis, ADP Hunter fluorescence; higher % means a stronger effect; GST-tagged Rac1 F28L mutant substrate; one-dose inhibition, % at 30 µM; IC50 in µM for titrated hits; AID 624330, 2012; 0.6% of 340,000 active;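 active = first-screen hits whose inhibition reached a set limit at any dose in the follow-up dose series; inconclusive = inhibition above the set first-screen limit but never retested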;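 also: fluorescence reports GDP produced by GAP-driven GTP hydrolysis; strong numbers were not always called active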
SIAH1 antagonists – Siah-1 peptide-binding antagonists, primary screen, biochemical, fluorescence polarization, rhodamine-plectin, uHTS (AID 1817); E3 ubiquitin-protein ligase SIAH1 (Homo sapiens); Siah-1 / rhodamine-plectin peptide fluorescence polarization; higher % means a stronger effect; displacement, % at 20 µM; hits with a dose series show IC50 in µM; 0.02% of 290,000 active;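 active = displacement of at least 50% at 20 µM, with a fluorescence ratio check between 0.3 and a set limit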;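 also: plate controls were Siah plus tracer with DMSO for no effect and tracer alone without Siah for full effect; strong numbers were not always called active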
RSV antiviral HEp-2 – RSV antiviral activity via CPE protection, HEp-2 cells, primary 10 µM value included (AID 2391) | HEp-2 cells, RSV-induced CPE inhibition; higher % means a stronger effect | 0.13% of 310,000 active | CPE inhibition, % at 10 µM, or IC50 in µM where a hit was titrated; in the data active = a potency from the dose series; inconclusive = CPE inhibition mostly from about 23% at the one dose, without a potency; inactive = the rest, 99 in 100 with CPE inhibition below about 21%; also: strong numbers were not always called active
NS5 inhibitors – Dengue-2 NS5 methyltransferase inhibitors, primary screen, biochemical, confirmation dose response (AID 588689) | inhibition, % at 25 µM; hits with a dose series show IC50 in µM | Dengue-2 NS5 methyltransferase capping enzyme assay, biochemical; higher % means a stronger effect | 0.3% of 340,000 active; in the data active = a potency from the dose series; inconclusive = inhibition above about 29% without an active follow-up result
XIAP displacement – XIAP antagonists, biochemical, IAP family, fluorescence polarization (AID 1018) | 0.007% of 200,000 active | E3 ubiquitin-protein ligase XIAP (Homo sapiens) | XIAP BIR domain, fluorescence polarization peptide displacement; higher % means a stronger effect | one-dose displacement, % at 20 µM; IC50 in µM for titrated hits; in the data active = displacement above about 50%; also: a part of the inactive calls stands beside numbers as strong as those of hits
NS5 inhibitors pilot replicate – also measured in NS5 inhibitors; calls as there; inhibition, %; measured here: pilot screen replicate inhibition
The depositor's hits bear a star; ? = inconclusive; . = no result given.

SMILES	LYP phosphatase	AID2073	SV40 large T antigen	HIV fusion peptide	Rac1 GTP hydrolysis	SIAH1 antagonists	RSV antiviral HEp-2	NS5 inhibitors	XIAP displacement	others
CCCOc1ccc(Cc2c(Cl)nc(SC)nc2OC)cc1	-1%	6%	1%	0.6%	10%	-1%	?	-5%	-7.8%
O=S(=O)(NC1=NCCCCC1)c1ccc(Cl)cc1	-5%	-1%	8%	-1.6%	2%	-2%	2.7%	-2%	-3.6%
Cc1ccc(S(=O)(=O)N2CCC(C(=O)OC(C)C(=O)NCc3ccccc3)CC2)cc1C (configuration not stated)	-8%	0%	8%	-0.3%	7%	7%	13%	-1%	.
O=C(NNc1cccc(Cl)n1)C(F)(F)F	-5%	-2%	27%	-1.8%	8%	1%	0.9%	-7%	-4.0%
COc1cccc(NC(=O)Nc2cc(Cl)ccc2C)c1	-2%	0%	8%	0.7%	1%	-3%	21%	-11%	-0.8%
Cc1cc(C)cc(-n2ccnc2SCC(=O)O)c1	-6%	-8%	0%	-2.4%	4%	-1%	2.6%	-4%	-6.3%
Cc1nn(-c2ccccc2)nc1CNC(=O)C1CCC1	-12%	7%	4%	-0.4%	0%	2%	.	6%	.
O=C(NCC1CCCO1)c1cc2c([nH]c3ccccc32)c(-c2cccc(Br)c2)n1 (configuration not stated)	-10%	39%	6%	2.3%	5%	-5%	12%	-4%	.
c1ccc(Nc2nc(N3CCOCC3)nc(N3CCOCC3)n2)cc1	3%	2%	9%	-0.4%	-7%	2%	7.9%	-11%	-3.4%
O=C(CSc1nc2ccccc2[nH]1)Nc1nc(-c2ccc(Br)cc2)cs1	-6%	4%	14%	0.8%	4%	5%	?	3%	-7.5%
Cc1cccn2c(CN(C)C3CCOC3)c(C(=O)N3CCCCC3)nc12 (configuration not stated)	-5%	-4%	5%	-0.4%	8%	3%	1.9%	-11%	-5.7%
O=C(CCCOc1ccc(Cl)cc1Cl)N/N=C\C1CCCCC1	-5%	-2%	10%	-0.7%	0%	-3%	-1.0%	-6%	-1.0%
CCN(CC)S(=O)(=O)c1cc(NC(=O)CSc2nc3c(cc2C#N)C(=O)CC(C)(C)C3)ccc1C	1%	14%	5%	-0.8%	-10%	4%	21%	6%	-2.7%
COc1ccc(CCNc2oc(COc3ccccc3)nc2C#N)cc1	-3%	1%	-1%	4.1%	3%	-3%	17%	-8%	-4.4%
CC1CCCN(CCCNC(=O)c2ccc(N3CCCC3=O)cc2)C1 (configuration not stated)	-10%	11%	11%	1.0%	11%	-1%	0.1%	-9%	.
Cc1cccc(N(C(=O)CNC(=O)c2ccco2)C(C(=O)NC2CCCC2)c2cccnc2)c1 (configuration not stated)	-1%	5%	5%	3.5%	6%	-4%	0.3%	-4%	-6.1%
O=C(Cn1c(-c2ccccn2)nc2ccccc21)N/N=C/c1cccnc1	-5%	2%	9%	-1.0%	.	6%	.	.	.
COc1cc(C(=O)OCC(=O)N2CCCC2)cc(OC)c1OC	-12%	7%	-1%	0.1%	3%	17%	2.1%	-2%	-4.4%
O=C(C1=C(O)C(=O)N(CCCn2ccnc2)C1c1ccccc1)c1ccco1 (configuration not stated)	-8%	15%	10%	0.3%	6%	2%	1.7%	-3%	.
NC(=O)c1ccccc1O	-4%	-2%	9%	2.5%	6%	4%	0.2%	-8%	-6.6%
O=C(O)c1cc(-c2c[nH]c3ccccc23)nc2cc3ccccc3cc12	-8%	47%	17%	8.0%	.	0%	4.1%	.	.
Cc1onc(-c2ccccc2Cl)c1C(=O)NNC(=O)C1CCN(Cc2ccccc2)CC1	-9%	-1%	-11%	1.4%	4%	18%	-0.5%	8%	-5.0%
Cc1nn(Cc2ccccc2Cl)c(Cl)c1C(=O)NCCc1ccccc1	-1%	6%	4%	6.9%	6%	0%	1.2%	0%	-9.2%
COC(=O)CNC(=O)C1CCCN1C(=O)CNC(=O)OCc1ccccc1 (configuration not stated)	-6%	-5%	4%	-1.0%	8%	-1%	0.8%	0%	.

Sorted by count of non-hydrogen atoms (low to high): some entries from above
SMILES	LYP phosphatase	AID2073	SV40 large T antigen	HIV fusion peptide	Rac1 GTP hydrolysis	SIAH1 antagonists	RSV antiviral HEp-2	NS5 inhibitors	XIAP displacement	others
Cc1nn(Cc2ccccc2Cl)c(Cl)c1C(=O)NCCc1ccccc1	-1%	6%	4%	6.9%	6%	0%	1.2%	0%	-9.2%
O=C(Cn1c(-c2ccccn2)nc2ccccc21)N/N=C/c1cccnc1	-5%	2%	9%	-1.0%	.	6%	.	.	.
Cc1cccc(N(C(=O)CNC(=O)c2ccco2)C(C(=O)NC2CCCC2)c2cccnc2)c1 (configuration not stated)	-1%	5%	5%	3.5%	6%	-4%	0.3%	-4%	-6.1%

New compounds follow
SMILES	LYP phosphatase	AID2073	SV40 large T antigen	HIV fusion peptide	Rac1 GTP hydrolysis	SIAH1 antagonists	RSV antiviral HEp-2	NS5 inhibitors	XIAP displacement	others
C=CCOC(=O)C1=C(C)NC(=O)NC1c1cn(-c2ccccc2)nc1-c1cccs1 (configuration not stated)	-2%	14%	1%	0.0%	-1%	-1%	8.1%	-6%	-10%
N#Cc1ccsc1NC(=O)CN1CCN(c2ccccc2O)CC1	-3%	4%	34%	5.6%	6%	4%	3.9%	-2%	-2.8%
Cc1ccc(S(=O)(=O)N2C(=O)CCC2C(=O)N2CCN(C)CC2)cc1 (configuration not stated)	-5%	-1%	5%	-0.7%	4%	6%	-1.7%	1%	-2.7%
COc1ccc(Cl)cc1C(=O)NNC(=O)c1csc(N2CCOCC2)n1	.	.	3%	.	6%	.	-1.9%	-8%	.
CCCCNC(=O)Nc1c(C(=O)OCC)[nH]c2ccccc12	-4%	0%	-10%	0.3%	6%	-3%	1.5%	.	-1.0%
COc1ccc(C2=Nn3c(nnc3-c3ccccn3)SC2)cc1	2%	-4%	0%	0.0%	15%	0%	-2.8%	1%	-16%
CCC(C)N(C(=O)Cn1cnc2c1c(=O)n(C)c(=O)n2C)C1CCS(=O)(=O)C1 (configuration not stated)	.	.	17%	.	10%	.	3.7%	2%	.
CC(=O)NS(=O)(=O)c1ccc(NC(=O)CC(C)c2ccccc2)cc1 (configuration not stated)	-7%	2%	11%	-1.7%	3%	5%	-1.7%	4%	-6.7%
Cc1cc(C)c(C#N)c(SCc2cn3c(C)cccc3n2)n1	-3%	-14%	12%	0.1%	6%	-9%	5.2%	-6%	-2.3%
COc1cccc(N2CC(C(=O)Nc3nnc(SCc4cccnc4)s3)CC2=O)c1 (configuration not stated)	-2%	5%	9%	3.0%	-13%	4%	-0.6%	9%	-12%
Cc1ccccc1NC(=O)OCc1cccnc1Oc1ccc(Cl)cc1	5%	1%	7%	-0.3%	10%	7%	-0.1%	2%	-7.8%
CC(C)C[C@H](NC(=O)NC(C)C)C(=O)O	-2%	-4%	3%	0.9%	1%	0%	-0.3%	-3%	-14%
CCOC(=O)C(Cc1ccccc1)NC(=O)CCc1nnc2ccc(N3CCCCC3)nn12 (configuration not stated)	-12%	-5%	11%	1.1%	1%	4%	0.0%	-10%	.
O=C(CCN1C(=O)c2cccc3cccc(c23)C1=O)Nc1ccon1	3%	23%	20%	0.1%	8%	3%	-1.8%	1%	-11%
CC(C)(C)NC(=O)CSc1nc2cccnc2n1C1CCCCC1	-6%	-9%	5%	1.2%	-2%	5%	4.1%	-13%	.
O=C(NN1C(=O)C2C(C1=O)C1C=CC2C12CC2)c1ccccc1 (configuration not stated)	-8%	5%	11%	0.0%	-1%	-4%	1.7%	4%	-8.4%
CCOc1ccccc1NC(=O)COC(=O)c1cc[n+]([O-])cc1	-5%	9%	7%	-1.9%	5%	-3%	0.5%	-5%	.
Cc1cc(C)c(OCC(=O)Nc2nnc(-c3ccco3)o2)c(C)c1	-2%	16%	8%	10%	1%	2%	2.8%	-1%	-1.6%
Cc1cc(NC(=O)CSc2n[nH]c(N)n2)no1	-12%	15%	9%	0.6%	-2%	-4%	3.4%	-4%	-8.6%
CCCC1(c2ccccc2)NC(=O)N(CC(=O)NCc2ccc(C)cc2)C1=O (configuration not stated)	-4%	-2%	5%	1.1%	10%	13%	1.2%	1%	.
CCc1cc(=O)oc2c(C)c(OCC(=O)NCCCN3CCCC3=O)ccc12	-3%	10%	10%	1.4%	-2%	-2%	1.0%	-2%	.
N/C(=N\NC(=O)c1ccc(Cl)cc1)c1cnccn1	-2%	7%	6%	-1.2%	6%	12%	0.1%	2%	.
Cc1ccc(CNC(=O)C2CCN(S(=O)(=O)N3CC(C)CC(C)C3)CC2)cc1 (configuration not stated)	-9%	37%	7%	-1.4%	2%	4%	1.4%	1%	.
CSc1ccc(S(=O)(=O)Nc2c(C)cccc2C)cc1	3%	-3%	2%	-1.1%	0%	-3%	-0.2%	-6%	1.4%
CCCc1cc(=O)oc2c(C)c(OCC(=O)Nc3cccnc3)ccc12	-8%	2%	9%	-0.9%	4%	8%	1.1%	-2%	.
CCn1c(=O)n(CC(=O)N2CC(C)CC(C)C2)c(=O)c2ccccc21 (configuration not stated)	-1%	5%	14%	-1.1%	7%	0%	0.3%	-5%	-13%
Cc1cccc(NC(=O)c2c(C)nn(-c3ccccc3)c2Cl)c1	-5%	-2%	16%	0.3%	-5%	3%	7.9%	-5%	-0.6%
COc1cc(/C=N/NC(=O)c2sc3nc(C)cc(C)c3c2N)ccc1O	-15%	21%	4%	-2.0%	.	11%	.	.	.
O=C(NC(=S)Nc1cc(C(F)(F)F)ccc1N1CCOCC1)c1ccc(-c2cccc(Cl)c2)o1	-5%	-2%	3%	7.8%	5%	2%	15%	-5%	-5.1%
Cc1csc(=O)n1CCC(=O)OCC(=O)c1c(N)n(C)c(=O)n(C)c1=O	.	.	7%	.	3%	.	-0.5%	-1%	.
Cc1cccc(C(=O)Nc2scc(-c3ccc(Br)cc3)c2C(=O)O)c1	.	.	9%	.	8%	.	?	-9%	.
O=C(Nc1nccs1)c1cn2ccccc2n1	-6%	-14%	0%	0.0%	8%	-2%	1.6%	-4%	.
CCN(C(=O)CSc1nnc(NCc2ccccc2)s1)C1CCS(=O)(=O)C1 (configuration not stated)	-1%	-2%	6%	2.8%	-6%	5%	1.0%	-7%	-1.0%
O=C1CCCN1CCCn1cnc2c([nH]c3ccc(F)cc32)c1=O	-5%	-3%	2%	-0.2%	12%	-4%	1.1%	-5%	-3.5%
COc1ccc(-c2nc3n(c2C)Cc2ccccc2-3)cc1	-14%	11%	21%	1.4%	-11%	13%	1.7%	20%	.
Cc1cnnn1-c1cccc([N+](=O)[O-])c1	-8%	?	9%	0.6%	6%	1%	0.4%	-7%	-5.0%
COc1ccc(CC(=O)OCC(=O)NC(=O)NC23CC4CC(CC(C4)C2)C3)cc1	2%	3%	1%	2.0%	6%	1%	1.1%	-5%	0.5%	NS5 inhibitors pilot replicate=-0.6
O=C(O)c1ccc(F)c(S(=O)(=O)Nc2ccccc2Cl)c1	-3%	-4%	-3%	2.5%	9%	-3%	0.2%	4%	1.8%

Bioassay records as filed in PubChem BioAssay.

Hits appear at their usual frequency; overall some 1.7% were active at least once.
